# sPLA2-III inh – Inhibits HGIII-sPLA2 liposome hydrolysis, primary screen; Q9NZ20; 370,000 tested, 0.56% active; QFRET BODIPY PC-A2 liposome hydrolysis, fluorescence; inhibition, % at 12.2 µM;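 active = inhibition above mean plus 3 SD of compounds lying within the high and low control bounds, cut at about 19% in these data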;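 note: 0% = median of test compound wells and 100% = no enzyme DMSO wells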
# Target sequence (Q9NZ20 whole entry, looked up): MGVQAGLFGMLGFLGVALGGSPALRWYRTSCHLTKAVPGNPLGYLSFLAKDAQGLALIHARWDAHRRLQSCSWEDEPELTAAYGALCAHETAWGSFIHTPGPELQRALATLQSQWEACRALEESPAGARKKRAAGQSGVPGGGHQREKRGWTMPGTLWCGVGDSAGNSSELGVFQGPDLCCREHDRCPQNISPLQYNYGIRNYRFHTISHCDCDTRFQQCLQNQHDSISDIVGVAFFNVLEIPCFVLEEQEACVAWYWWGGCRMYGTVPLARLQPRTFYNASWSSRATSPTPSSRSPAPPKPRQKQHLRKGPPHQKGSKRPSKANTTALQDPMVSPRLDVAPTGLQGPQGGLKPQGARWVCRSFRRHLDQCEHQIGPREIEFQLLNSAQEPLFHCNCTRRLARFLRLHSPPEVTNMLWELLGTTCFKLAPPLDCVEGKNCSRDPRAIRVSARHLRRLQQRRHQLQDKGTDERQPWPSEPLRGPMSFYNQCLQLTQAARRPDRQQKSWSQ
# hgDAF-12 ag – activates the H. glycines DAF-12 receptor ligand-binding domain; 370,000 tested, 1.8% active; HEK293 GAL4-hgDAF12 UAS-luciferase reporter, agonist luminescence; normalized to butyrate control; AID 687014; activation, % at 6.8 µM;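 active = activation above a cutoff set at the mean of all screened compounds plus 3 SD, cut at about 10% in these data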;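 note: 0% = DMSO wells and 100% = sodium butyrate wells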
# NR1D1 modulator – Rev-erb alpha (human) modulation. P20393. Rev-erbα–FITC-DNA binding, fluorescence polarization, 90 min. activity, % at 10 µM. 370,000 tested, 0.79% active;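 active = activity above about 14%, limit read from the data; passing the limit was not always enough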;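 note: 0% = DMSO wells with 35 nM protein and 100% = DMSO wells with 750 nM protein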
# PG9 Ab binder – binds the HIV-1 gp120 antibody PG9 | TR-FRET gp120-PG9 antibody binding | 360,000 tested, 0.43% active | inhibition, % at 6.7 µM | AID 624416; in the data active = inhibition above about 8.5%
# PLCb3 inh – inhibitors of human phospholipase C beta3 | Q01970 | Purified PLC-beta3, fluorogenic substrate, fluorescence | inhibition, % at 12.2 µM | 370,000 tested, 0.18% active | AID 720704; in the data active = inhibition above about 11%;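 note: 0% = median of compound wells on plate and 100% = full blocker control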
# DAX1 inh-1 – DAX1 (NR0B1) inhibition, primary screen. HEK293T StAR-luciferase reporter, SF-1/DAX-1 repression relief. AID 652010. inhibition, % at 6.8 µM. 370,000 tested, 1.1% active;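 active = inhibition above the mean over all tested compounds plus 3 SD, cut at about 3.6% in these data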;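 note: 0% = DAX-1 cells with DMSO and 100% = cells lacking DAX-1 with DMSO; higher inhibition means more luminescence from relief of DAX-1 repression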
# hcDAF12 agonist – activates DAF-12 receptor from parasite H. contortus | activation, % at 6.8 µM | 370,000 tested, 1.4% active | HEK293 hcDAF-12 lit1-tk-luc reporter, luminescence; 0% DMSO, 100% Δ7-dafachronic acid;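 active = activation above the mean of all tested compounds plus 3 SD, cut at about 5.5% in these data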;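 note: 100% = response to 3 µM Δ7-dafachronic acid high control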
# DAX1 inh-2 – NR0B1 (DAX1) inhibition; P51843; HEK293 Gal4-DAX1 luciferase reporter, luminescence; inhibition, % at 6.75 µM; 340,000 tested, 0.99% active; AID 504766;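 active = inhibition above the mean over all tested compounds plus 3 SD, cut at about 4.2% in these data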;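 note: 0% = DAX1-transfected cells with DMSO and 100% = empty-vector control cells with DMSO; inhibition shows as a rise in luminescence from relieved DAX1 repression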
# Target sequence (P51843 207-470 limits assumed): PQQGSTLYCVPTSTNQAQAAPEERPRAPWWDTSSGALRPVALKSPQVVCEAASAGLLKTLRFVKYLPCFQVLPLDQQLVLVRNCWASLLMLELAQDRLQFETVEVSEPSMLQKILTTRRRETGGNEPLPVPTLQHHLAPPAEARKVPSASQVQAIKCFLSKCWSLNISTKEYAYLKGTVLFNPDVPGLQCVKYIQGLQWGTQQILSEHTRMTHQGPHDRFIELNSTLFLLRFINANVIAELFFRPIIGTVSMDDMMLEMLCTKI
# SMARCA2 activ – SMARCA2 function activation, primary screen; MG213 cells, MMTV-luciferase reporter, dexamethasone, overnight; activation, % at 9.1 µM; 370,000 tested, 1% active; in the data active = activation above about 7.8%;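 note: 0% = vehicle wells and 100% = reference activator wells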
# GAA850 FXN act – activators of GAA850 frataxin (FXN) promoter; HEK293 lucGAA850 FXN promoter luciferase reporter, 24 h; percent of 10 µM SAHA response; activation, % at 6 µM; 360,000 tested, 0.56% active;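 active = activation above the average of all compounds screened plus 3 SD, cutoff fixed separately per campaign, cut at about 7.5% in these data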;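 note: 0% = DMSO wells and 100% = 10 µM SAHA wells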
# ssDAF12 agonist – activates DAF-12 receptor from parasite S. stercoralis; HEK293 ssDAF-12/GRIP1 lit1-tk-luc reporter, luminescence; % of 3 µM dafachronic acid response; activation, % at 6.8 µM; 370,000 tested, 1% active;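 active = activation above the mean over all tested compounds plus 3 SD, cut at about 0.9% in these data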;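 note: 0% = DMSO-only wells and 100% = 3 µM delta7-dafachronic acid wells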
# * marks the source's active call; other numbers are inactive results; · = no result given; & = joins results of further samples.
# Under each structure – sPLA2-III inh	hgDAF-12 ag	NR1D1 modulator	PG9 Ab binder	PLCb3 inh	DAX1 inh-1	hcDAF12 agonist	DAX1 inh-2	SMARCA2 activ	GAA850 FXN act	ssDAF12 agonist
CCCCOC(=O)c1ccccc1N
    3	-0.7	-5	2.5	-3	0.4	-0.9	0.3	-4	0.8	-0.6
O=C1C(c2ccccc2)=C(N2CC2)c2ccccc21
    3	-3.3	7	-5.0	4	-1.8	-2.2	-1.5	0	-2.1	-1.2
C1CCC(NC2CCCCC2)CC1
    11	2.8	-5&-3	0.4	-4	0.4	-1.8	0.6	2	0.1	-1.0
CC(=CCOc1ccc2ccc(=O)oc2c1)C1=CC(=O)C(C)(C)O1
    -2	-3.6	-7	0.3	-28	-1.3	-1.8	-1.4	3	-9.3	-1.1
Clc1ccc(C(OCCN2CCCCC2)c2ccccc2)cc1 (configuration not stated)
    -11	0.4	-6&6	-0.7	1	-0.7	-1.9	0.2	1	-1.0	-1.1
CCOc1cc2c(cc1OCC)-n1cccc1C(c1cccc([N+](=O)[O-])c1)NC2 (configuration not stated)
    -3	-1.6	2	-1.2	-4	0.2	-1.1	-1.5	-1	-0.7	-1.1
CCN1CCN(c2nc3c(c(=O)[nH]2)CCCC3)CC1
    4	2.2	-4	0.6	1	3.0	0.7	1.6	-2	1.2	-0.6
COC(=O)CCCNC(=O)CN1CC(c2ccccc2)CC1=O (configuration not stated)
    -1	0.3	1	0.0	3	0.4	-0.9	-0.1	0	0.1	-0.9
Cn1c(O)c(C=NC2CCN(Cc3ccccc3)CC2)c(=O)[nH]c1=O
    16	-2.3	2	0.0	-1	0.6	0.7	1.7	-7	-0.2	-0.6
COc1cc(CN=C(C)c2c(O)n(C)c(=O)n(C)c2=O)cc(OC)c1
    9	-0.9	-2	0.5	-6	0.1	-1.1	1.1	-3	1.7	-1.3
Cc1nc2ccccc2c(=O)n1-c1cccnc1
    -1	-2.4	3	0.2	1	-0.3	-0.6	2.3	-1	-1.2	-1.2
CC1C(=O)OC2CCN3CC=C(COC(=O)C(C)(O)C1(C)O)C23 (configuration not stated)
    2	1.6	1	-0.8	0	-0.1	-1.3	6.5*	1	-3.4	-1.2
CCCCOc1ccc(C(C)=O)cc1Cc1c(O)[nH]c(=S)[nH]c1=O
    10	0.5	3	0.9	-8	0.0	0.1	-0.2	-2	0.0	-1.3
COc1ccc2[nH]c3c(c2c1)CCN=C3C
    3	-12	0	-4.5	-110	-3.8	-6.0	-2.5	-6	-6.2	-2.5
Nc1ccccc1C(=O)OCCc1ccccc1
    -1	24*	-3	1.1	-153	5.6*	11*	1.4	4	1.0	0.3
Cc1cc(OC(=O)N(C)C)n(-c2ccccc2)n1
    3	-1.4	-5	-0.5	-2	0.0	-1.9	-0.1	-3	-0.3	-0.9
Cc1ccccc1NC1=NCC(C)S1 (configuration not stated)
    -3	2.3	-6	-1.4	-1	-0.7	0.0	-0.4	-1	1.7	-1.5
Brc1ccc(-[n+]2c(-c3ccccc3)cc(-c3ccccc3)cc2-c2ccccc2)cc1
    17	-6.0	-3	1.8	-19	-2.3	-4.9	4.1	-6	-3.0	-1.7
CCN1CCN(Cc2cc(Br)cc(Br)c2O)CC1
    14	2.3	5	1.3	-2	-0.3	2.1	2.4	-4	-0.7	-1.0
O=C1NC(=O)N(c2ccc3c(c2)OCO3)C(=O)/C1=C/c1cccs1
    0	0.5	-2	0.4	3	-0.1	2.5	2.7	-2	3.6	-0.4
COC(=O)C1=C(c2ccc(OC)c(OC)c2)C[C@@H]2CC[C@H]1N2C(=O)NCCc1ccccc1
    1	-1.1	1	-1.1	2	-0.2	-0.6	0.2	2	-1.1	-1.0
COc1cc(CC2C(=O)N(C)C(=O)N(C)C2=O)ccc1OCc1ccccc1
    -5	4.8	0	0.0	3	1.1	1.1	0.9	1	2.2	-1.8
CC1CCCC(NC(=O)COC(=O)Cc2ccccc2)C1C (configuration not stated)
    4	2.3	-1	2.5	-3	-0.2	0.0	2.6	-5	-2.0	-1.7
NP(=O)(Nc1ccccc1)Nc1ccccc1
    12	-2.7	0	-0.8	4	0.2	-1.4	0.5	-4	2.5	-0.8
COc1ccc(C(O)P(=O)(OC(C)C)OC(C)C)cc1 (configuration not stated)
    18	-3.9	-10	0.9	-6	0.4	-0.1	-1.6	-2	0.7	-0.7
CN(C)CCn1cnc2ccccc21
    0	1.0	-8	-0.3	-117	0.1	-0.5	-0.5	-2	0.4	-1.7
COc1ccc(CC2(CCc3ccncc3)C(=O)NC(=O)NC2=O)cc1
    2	-1.1	-2	0.5	1	-0.8	-1.9	0.1	-5	1.2	-0.9
COC(=O)Cn1cc(C=C2C(=O)N(C)C(=O)N(C)C2=O)c2ccccc21
    2	0.6	-1	24*	0	-0.6	2.4	·	-2	·	-0.2
O=C1CSC2(CN3CCC2CC3)N1 (configuration not stated)
    1	-1.0	3	1.3	1	0.0	-1.2	-0.1	1	2.4	-0.6
CN(C)c1nc(N(C)C)nc(N(C#N)CCCl)n1
    2	-3.7	-3	-0.8	4	-0.3	-0.2	-0.8	-3	-0.8	-1.2

# Overlap with the part before: 2 entries; new compounds follow.
# Under each structure – sPLA2-III inh	hgDAF-12 ag	NR1D1 modulator	PG9 Ab binder	PLCb3 inh	DAX1 inh-1	hcDAF12 agonist	DAX1 inh-2	SMARCA2 activ	GAA850 FXN act	ssDAF12 agonist
O=C1CSC2(CN3CCC2CC3)N1 (configuration not stated)
    1	-1.0	3	1.3	1	0.0	-1.2	-0.1	1	2.4	-0.6
CN(C)c1nc(N(C)C)nc(N(C#N)CCCl)n1
    2	-3.7	-3	-0.8	4	-0.3	-0.2	-0.8	-3	-0.8	-1.2
O=P(Nc1cccnc1)(Oc1ccccc1Cl)Oc1ccccc1Cl
    -17	0.3	5	-1.0	-1	-0.3	-0.5	-0.8	-2	3.2	-0.9
C[C@]12CCC3C(CC[C@H]4C[C@H](O)CC[C@]34C)C1[C@@H](O)C[C@@H]2O (some centres not stated)
    2	0.2	-2	-0.5	3	0.7	-0.8	0.4	4	-0.7	-1.5
COc1ccc(-c2ccc3c(c2)CN(C(=O)NC2CCCCC2)Cc2cnnn2-3)cc1
    6	-1.5	-5	-2.9	-47	-2.5	-1.9	·	-6	·	-1.7
CC(N)Cc1c[nH]c2c1ccc1ccccc12 (configuration not stated)
    1	-0.3	-6	-2.4	-21	0.0	2.9	0.1	6	0.4	-0.2
COc1cc([C@@H]2c3cc4c(cc3[C@@H](OC)[C@H]3COC(=O)[C@H]23)OCO4)cc(OC)c1O
    -2	-2.3	0	-0.7	3	-1.0	-0.9	-2.2	-1	-1.4	-1.2
COc1cc2c(cc1OC)C1C(=O)c3ccc4c(c3OC1CO2)CC(C(C)C)O4 (configuration not stated)
    -26	-11	8	1.2	-8	-4.6	-4.4	-3.8	-7	-5.6	-1.9
O=C1NC(=O)C2(CCN(c3ccccc3)CC2)C(=O)N1
    1	0.5	6	0.0	6	-0.5	0.5	0.8	-1	-2.1	0.5
Oc1c(Cl)c(Cl)c(Cl)c(Cl)c1Cl
    -17	-0.9	7	-0.1	0	-0.7	2.1	-0.9	0	-1.5	-1.6
CC(=O)OC1C(O)C2=C3C4(C)C1C(C)(C)C(=O)CC4C3(O)C(OC(C)=O)C1(CC1C)C2=O (configuration not stated)
    7	2.3	3	0.3	3	0.0	0.6	·	1	·	-0.8
COc1cc(C)cc(CN2CC=C(c3ccccc3)CC2)c1O
    -3	-0.6	5	-0.1	-7	-0.4	-2.4	0.4	2	1.9	-1.1
CC1CCOC(=O)C=CC=CC(=O)OC2CC3OC4C5OC5(C)C(O)CC4(COC(=O)C1O)C2(C)C31CO1 (configuration not stated)
    4	-14	3	-0.5	-8	-9.6	-4.6	-6.7	-11	-15	-2.9
CC12CCC3C(CCC4(O)CC(O)CCC34C=O)C1(O)CCC2C1=CC(=O)OC1 (configuration not stated)
    4	-15	0	0.9	1	-6.4	-4.6	-5.9	-8	-14	-2.7
CCc1nnc(NS(=O)(=O)c2ccc(N=Cc3c(O)n(-c4ccccc4)c(=O)[nH]c3=O)cc2)s1
    -9	2.3	-2	1.3	-16	0.1	1.4	-0.3	-2	1.1	-1.2
O=C(CCCCCn1c(=S)[nH]c2ccccc2c1=O)N1CCC2(CC1)OCCO2
    4	-1.6	-3	-0.9	0	-1.5	-1.2	1.5	-6	-2.7	-1.6
Brc1ccc2c(c1)CN(CC1CCCCC1)Cc1cnnn1-2
    -5	-1.8	-2	1.1	0	-0.1	-2.4	·	-1	·	-1.5
CC(=O)O[C@H]1CC[C@@]2(C)C(=CC(=O)C3C2CC[C@@]2(C)C3C[C@H](OC(C)=O)[C@@H]2OC(C)=O)C1 (some centres not stated)
    7	3.3	-7	1.2	-2	0.4	-0.8	0.9	-1	1.1	-0.3
COc1ccc(C(O)c2ccccc2OP(=O)(N(C)C)N(C)C)cc1 (configuration not stated)
    2	1.5	-2	-1.3	6	0.4	1.1	-1.4	0	0.3	-0.5
O=C1CN=C(c2ccccc2)c2cc(Br)ccc2N1
    -6	0.3	4	-2.0	-5	0.1	-2.1	-1.9	0	2.4	-0.7
Brc1ccc(CN2CCNCC2)s1
    -3	2.6	0	-1.3	3	-0.1	-0.1	-0.1	2	0.1	-1.5
COc1ccc(OC(=O)N(C)C[C@@H]2OCc3cnnn3CCCC(=O)N([C@@H](C)CO)C[C@@H]2C)cc1
    5	-0.8	1	-0.3	3	1.4	-1.3	0.6	4	-0.3	-1.1
CN(C)CC#CCn1c2ccccc2c2ccccc21
    -37	-1.9	6	-1.6	1	0.2	0.5	·	3	1.0	-0.9
C[N+](C)(C)CC1CCCC(C[N+](C)(C)C)C1=O (configuration not stated)
    13	-1.6	-2	-0.8	0	-0.2	0.7	1.8	3	-8.6	-0.5
C=CCN1CC[C@]23c4c5ccc(O)c4O[C@H]2C(=O)CC[C@@]3(O)[C@H]1C5
    -10&-3	1.4&-1.5	2&1	-0.3&0.2	-2&-8	-0.2&0.8	-0.6&-2.2	-0.9&-1.6	-4&-7	-0.8&3.8	-1.7&-1.4
CCC(=Nc1ccc2c(c1)CCC2)c1c(O)n(C)c(=O)n(C)c1=O
    6	-2.3	0	0.3	0	-0.2	-1.9	-0.2	-6	-0.9	-1.0
CCOC(=O)[C@]12Cc3cc(Cl)ccc3[C@H]1N(C)C(=O)c1ccccc12
    8	-1.0	-3	-0.8	0	0.7	-0.6	·	-6	·	-0.4
CC12C=CC(=O)C=C1CCC1C2C(O)CC2(C)C1CCC2(C)O (configuration not stated)
    6	-2.7	11	-0.4	-2	-0.3	0.2	0.8	-1	0.1	-0.7
O=[N+]([O-])/C=C/c1c(Cl)cccc1Cl
    7	-0.4	4	1.2	-11	1.9	0.8	-1.6	-4	9.0*	-1.4
COC(=O)C1=C(c2ccc(C(C)=O)cc2)C[C@@H]2CC[C@H]1N2C(=O)NCCCOC(C)C
    0	0.0	4	-1.5	2	0.2	0.3	2.1	2	-0.1	-0.9

# These rows are one share of the data; count on the stated rates, not on these rows.
